Source: PubChem
APEX1 inh: blocks human APE1 abasic DNA cleavage; actives 0.35% (n = 350,000); Potency, µM (doses to about 65.8 µM), for the others: top-dose activity change, negative = inhibition, hits mostly inhibitors; recombinant APE1, TAMRA/BHQ-2 abasic DNA cleavage fluorescence; P27695; AID 2517;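 note: potency is the fitted concentration of half-maximal effect; plate controls were vehicle for no effect and reference inhibitor for full effect; nearly all actives have a fitted effect of over 55% in size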
Target sequence (P27695 whole entry, looked up): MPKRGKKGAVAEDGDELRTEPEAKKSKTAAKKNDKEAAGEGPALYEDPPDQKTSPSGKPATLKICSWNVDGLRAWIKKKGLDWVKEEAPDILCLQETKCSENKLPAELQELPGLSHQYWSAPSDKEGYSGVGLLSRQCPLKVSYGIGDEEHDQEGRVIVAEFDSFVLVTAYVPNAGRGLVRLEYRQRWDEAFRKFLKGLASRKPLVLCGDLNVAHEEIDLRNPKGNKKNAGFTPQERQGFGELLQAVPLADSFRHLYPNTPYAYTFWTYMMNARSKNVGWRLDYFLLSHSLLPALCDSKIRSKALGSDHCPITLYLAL
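APE1 at 0.75 nM final was preincubated with compound 15 min at room temperature, then 50 nM double-stranded THF abasic-site substrate (5'-TAMRA/3'-BHQ-2) was added. Fluorescence (ex 525/em 598 nm) was read kinetically; third-minus-first read gave activity.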
ERG Ets-DNA blk: inhibitors of human ERG Ets domain-DNA interaction | P11308 | Potency, µM (doses to about 76.9 µM), inactives show at the highest dose FP activity, negative = inhibition, actives largely listed as inhibitors | fluorescence polarization, His-ERG Ets domain / labelled DNA | actives 0.028% (n = 370,000); active = well fitted inhibition curve with a large enough effect in the polarisation, with a control signal flat; inconclusive = small, poorly fitted or top-dose-only effect, or effect the other way, or a change in a side signal; inactive = no such curve, though single readings can be large or run the other way; the % refers to the polarisation;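 note: polarization taken with two DNA probes labelled with fluorescein and Texas red; potency is the fitted concentration of half-maximal effect; % of control where 0% means no effect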
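His-tagged ERG Ets domain (1 uM in the protein solution; 300mM KCl, 50mM Tris-HCl, 1mM EDTA, 1mM DTT, pH 7.5) received compound, then a probe mix of 5 nM fluorescein-DNA and 100nM Texas-615-DNA. Fluorescence polarization was read for both dyes.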
12-LOX inh: ALOX12 (human) lipoxygenase inhibition; actives 1.1% (n = 580,000); Potency, µM (top dose mostly 108 µM), for the others: at the highest dose activity change, negative = inhibition, hits mostly inhibitors; purified 12hLO, xylenol orange hydroperoxide absorbance; P18054; note: potency is the fitted concentration of half-maximal effect; % is set by controls: 0 for no effect and ±100 for the full control effect
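Purified human 12hLO (150 nM final) in 25 mM Hepes, 0.01% Triton X-100, pH 7.0 was preincubated 15 min at room temperature with compound. Then 40 uM arachidonic acid was added, 30 min. Hydroperoxide was read by Fe-XO absorbance ratio 573/405 nm.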
POLB inh: blocks human DNA polymerase beta activity; P06746; Pol beta primer extension/strand displacement, fluorescence kinetic; Potency, µM (titrated, usually from 114 µM), for inactives: at the highest dose activity change, negative = inhibition, actives largely listed as inhibitors; actives 1.3% (n = 340,000); note: potency is the fitted concentration of half-maximal effect; % is set by controls: 0 for no effect and ±100 for the full control effect
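10 nM enzyme + cpd, 15 min RT; start with substrate 50 nM final; read 0 min and after 10 min RT. Corrected, normalized data; 4-parameter Hill curve fit.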
Apoferritin bind: binds horse apoferritin like a general anesthetic. apoferritin/1-aminoanthracene competitive binding, fluorescence. Potency, µM (titrated, usually from 77.5 µM), for inactives: top-dose activity change, negative = displacement, most hits filed as inhibitors. actives 0.074% (n = 350,000). AID 485281; note: potency is the fitted concentration of half-maximal effect; % is set by controls: 0 for no effect and ±100 for the full control effect; nearly all actives have a fitted effect of over 20% in size
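Horse-spleen apoferritin (10 uM) was mixed with 50% saturated 1-aminoanthracene in PBS, exposed to compounds for 10 min at room temperature, and read for fluorescence (ex 380 nm, em 535 nm). Competitive displacement was fitted with a four-parameter Hill equation.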
LDHA inh: blocks human lactate dehydrogenase A | P00338 | purified LDHA, NADH/diaphorase-resazurin fluorescence; active compounds read low | activity change, % (values are at about 110 or 230 µM) | actives 0.15% (n = 480,000); in the data active = activity change below about -30%; inconclusive = mostly about -25% to -30%;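 note: plate controls were DMSO wells for no effect and wells without enzyme for full effect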
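LDH5 2 nM; NADH 0.06 mM, pyruvate 0.2 mM; 200 mM Tris pH 7.4, EDTA, Tween-20; 5 min RT. Detection: diaphorase 0.133 mg/mL + resazurin 37 µM, fluorescence ex540/em590 at 0 and 20 min; normalized to enzyme-free and DMSO wells.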
POLK inh: blocks human DNA polymerase kappa activity | Q9UBT6 | purified Pol kappa, fluorescent DNA synthesis assay, 10 min | Potency, µM (doses to about 107 µM), inactives show at the highest dose activity, negative = inhibition, usual class: inhibitors | actives 0.53% (n = 400,000) | AID 588579; note: potency is the fitted concentration of half-maximal effect; % is set by controls: 0 for no effect and ±100 for the full control effect
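Readout: fluorescence, taken kinetically at 0 and 10 min. Conditions: 10 nM Pol kappa, 15 min RT compound preincubation, 50 nM substrate final. Controls: enzyme-free buffer wells.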
RGS4 inhibitor: blocks human RGS4-accelerated GTP hydrolysis; Potency, µM (top dose mostly 114 µM), for inactives: at the top dose activity change, negative = inhibition, actives largely listed as inhibitors; Transcreener GDP fluorescence polarization, RGS4-accelerated GTP hydrolysis; actives 0.039% (n = 390,000); P49798; note: potency is the fitted concentration of half-maximal effect; % is set by controls: 0 for no effect and ±100 for the full control effect; nearly all actives have a fitted effect of over 75% in size; some results filed as inactive show a strong effect at the top dose
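MLSMR compounds (23 nl, pin-transferred) preincubated 10 min at room temperature with a 500nM (2x) first reagent, then RGS4 at 900nM (2x) plus Transcreener GDP mix added; fluorescence polarization (620/688 nm) read before and after 90 min at 30 °C.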
POLH inh: inhibitors of human DNA polymerase eta | AID 588591 | actives 1.2% (n = 390,000) | Q9Y253 | recombinant Pol eta, fluorescent DNA replication assay | Potency, µM (titrated, usually from 114 µM), without a hit: top-dose activity change, negative = inhibition, actives largely listed as inhibitors; note: potency is the fitted concentration of half-maximal effect; % is set by controls: 0 for no effect and ±100 for the full control effect
Target sequence (Q9Y253 whole entry, looked up): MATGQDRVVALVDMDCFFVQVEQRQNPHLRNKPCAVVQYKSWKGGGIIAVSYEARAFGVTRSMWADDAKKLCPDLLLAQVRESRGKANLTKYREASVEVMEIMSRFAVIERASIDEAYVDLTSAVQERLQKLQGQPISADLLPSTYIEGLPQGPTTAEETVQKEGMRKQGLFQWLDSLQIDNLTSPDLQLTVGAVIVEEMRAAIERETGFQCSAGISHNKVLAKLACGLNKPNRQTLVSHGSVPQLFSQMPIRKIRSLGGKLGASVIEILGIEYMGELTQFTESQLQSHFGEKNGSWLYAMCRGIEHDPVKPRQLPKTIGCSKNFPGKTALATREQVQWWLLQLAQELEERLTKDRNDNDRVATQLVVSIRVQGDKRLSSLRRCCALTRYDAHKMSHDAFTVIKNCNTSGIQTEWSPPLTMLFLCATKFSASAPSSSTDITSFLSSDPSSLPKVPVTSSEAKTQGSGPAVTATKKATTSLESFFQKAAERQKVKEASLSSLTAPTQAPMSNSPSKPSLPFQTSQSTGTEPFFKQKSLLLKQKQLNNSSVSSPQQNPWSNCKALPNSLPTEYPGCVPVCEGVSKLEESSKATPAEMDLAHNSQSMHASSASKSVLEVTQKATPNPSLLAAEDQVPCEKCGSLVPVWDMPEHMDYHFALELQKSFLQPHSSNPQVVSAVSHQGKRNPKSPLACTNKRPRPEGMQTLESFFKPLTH
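Fluorescent replication assay: 50 nM final substrate added after a 15 min room-temperature compound preincubation with 10 nM enzyme. Signal taken at 0 min and again at 10 min.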
* marks the source's active call; other numbers are inactive results; ? = inconclusive; . = no result given; & = joins results of further samples; [ ] = another dose, or the depositor's remark. Unless noted, calls come from the whole dose curve; as a rule, active = well fitted curve in the direction sought with a large enough effect; inconclusive = small, poorly fitted or top-dose-only effect, or another doubt; inactive = no such curve, though single readings can be large; an effect the other way counts as inactive or inconclusive. This is a subset; the hit share may differ from the screen's.

SMILES | APEX1 inh | ERG Ets-DNA blk | 12-LOX inh | POLB inh | Apoferritin bind | LDHA inh | POLK inh | RGS4 inhibitor | POLH inh
CCOC(=O)c1ccc(CN(Cc2ccc(F)cc2)S(=O)(=O)c2ccc(F)c(C(=O)Nc3ccc(Cl)cc3F)c2)cc1 | . | 0% | 14% | 2% | -6% | 7 | 2%[60.1 µM] | -24% | -12%
CC1CN(C(=O)c2cc(S(=O)(=O)N3CCCCC3)ccc2Cl)CC(C)O1 (centres undefined) | 12% | -5% | 343%[activator] | . | . | -3 | 0% | -45% | -19%
CC1=CC2=C(OC1N(C)C)c1cccc3cccc(c13)C2=O (centres undefined) | ? | 6% | . | ? | 4% | -1 | -12% | ? | -18%
Cc1nc2ccn(Cc3cccnc3)c(=O)c2cc1C(=O)N1CCN(c2ccccc2)CC1 | . | -2% | 5% | 32% | -1% | -4 | 0% | 6% | -4%
Nc1[nH]c(=O)[nH]c(=O)c1N=Cc1ccccc1 | . | -4% | . | . | . | 0 | -13% | ? | ?
CCOC(=O)c1sc2nc(Cc3ccc(Cl)cc3)[nH]c(=S)c2c1C | -1% | -7% | 216%[activator] | 12% | -9% | -1 | 2% | -13% | -2%
CCOc1ccc(-c2nnn(CC(=O)c3ccc4c(c3)OCCO4)n2)cc1 | 12% | 8% | 3%[57.4 µM] | 18% | ? | -5 | 0% | 11% | -18%
CCOCCCNC(=O)c1ccc(OC(C)=O)cc1 | -1% | -12% | -3% | 9% | -4% | -10 | -15% | 11% | -8%
O=c1[nH]c(Cc2cccc(C(F)(F)F)c2)nc2ccccc12 | 22% | -4% | -2% | 15% | -12% | -6 | -16% | 11% | -4%
Clc1ccc(NCc2nncn2-c2ccccc2)cc1 | -1% | 0% | -8% | 0% | -6% | 3 | -12% | -31% | -6%
O=C(CCc1nc2ccccc2s1)OCC(=O)c1ccc[nH]1 | -3% | -4% | 4% | 1% | -21% | -4 | -14% | -42% | -6%
CCCC1C(c2ccccc2)C(C#N)(C#N)C2(C#N)CC1(N)NC2=O (centres undefined) | 4% | 3% | 32%[activator] | 31% | -15% | 4 | -18% | 1% | -9%
Cc1cccc(C2=N/C(=C\c3cccs3)C(=O)O2)c1 | -4% | 6% | -60% | -19% | -12% | 0 | 6% | -18% | 11%
O=C(Nc1nnc(SCC(=O)N2CCCC2)s1)C1CC(=O)N(c2ccccc2)C1 (centres undefined) | 33% | 10% | ? | 0% | -1% | 0 | -4% | -41% | -14%
COc1cc2c(cc1NC(C)=O)CCCC2 | 0% | . | 21% | 8% | -9% | -4 | -3% | 10% | 1%
COc1cc(C(=O)Nc2nc(N)n(-c3ccccc3)n2)cc(OC)c1OC | 1% | 5% | -24% | 1% | -15% | -1 | -2% | -10%[11.4 µM] | -13%
O/N=C1\CCCc2ccc3ccccc3c21 | 5% | 6% | ? | 10% | -4% | 14 | -4% | 12% | -22%
Cc1cccc(C(=O)Oc2csc(=S)n2C(=O)c2cccc(C)c2)c1 | 10% | -4% | ? | 19% | -6% | -33* | -28% | -36% | -5%
CC1CCN(c2nc3ccccc3nc2C(C#N)C(=O)OC2CCCCC2)CC1 (centres undefined) | 10% | 3% | . | -1% | -12% | -4 | -1% | -16% | -7%
O=C(CNCc1ccccc1)Nc1ccc(F)cc1 | -3% | 2% | 39%[activator] | 1% | -1% | -6 | 4% | -7% | -14%
Cc1cccc(NC(=S)Nn2cnnc2)c1C | -3% | -9% | ? | 6% | -6% | -4 | -6% | -2% | -20%
O=C(COc1ccc(Cl)cc1)NNC(=O)c1ccncc1 | 3% | 9% | 27% | . | . | -4 | -17% | 11% | 0%
COc1ccc(N(CC2CO2)S(=O)(=O)c2ccc(C)cc2)cc1 (centres undefined) | -2% | 10% | -9% | 10% | -7% | -4 | 7% | -20% | -17%
O=C(Nc1nc2ccccc2n1CCOc1ccc(Cl)cc1)c1ccco1 | 0% | 19% | 1% | 2% | -21% | -7 | -5% | -3% | -1%
COc1ccc(OC)c(C2=NS(=O)(=O)N(C)C(C(=O)N3CCC4(CC3)OCCO4)=C2)c1 | 38%[activator] | -16% | -2% | 13% | -2% | -2 | -4% | -56%[56.9 µM] | -22%
CC(=O)c1cccc(NC(=O)CN(c2ccccc2F)S(C)(=O)=O)c1 | 16% | -5% | 2% | 2% | -6% | -4 | -4% | 14% | 6%
Cn1ccnc1SCC(=O)Nc1ccc(Cl)cn1 | 3% | 3% | -11% | ? | -4% | -2 | -1% | -30% | -16%
CCOC(=O)c1c(N)n(C2CC(C)(C)NC(C)(C)C2)c2nc3ccccc3nc12 | -2% | . | . | 28µM* | 781%[activator] | 17 | -8% | 8% | -6%
Cc1ccc(C2CN(C)C3(C(=O)Nc4ccccc43)C23COc2ccccc2C3=O)cc1 (centres undefined) | ? | -2% | -20% | 1% | -20% | -1 | -14% | 10% | -29%
O=C1NC2(CCCC2)N=C1c1ccc(F)cc1 | 25% | -3% | 2% | ? | -14% | -7 | -14% | -29% | 3%
CCCc1cc(=O)n2nc(N3CCC(C(=O)Nc4c(F)c(F)c(F)c(F)c4F)CC3)sc2n1 | 35% | -8% | 1% | -24% | -2% | -2 | 4% | -17%[56.9 µM] | -13%
CCOC(=O)/C(O)=C/c1ncc(C(F)(F)F)cc1Cl | -4% | -1% | -17% | 3% | -22% | 4 | -8% | -22% | -9%
C=CCn1c(-c2ccc(Cl)cc2)ccc(C#N)c1=O | -7% | -2% | ? | -19% | -21% | 1 | -3% | -44% | -12%
Cc1ccc(C#CC(C)(O)C(C)(C)C)cn1 (centres undefined) | 64%[activator] | 5% | ? | 9% | -8% | -5 | -1% | 3% | -22%
CCOc1ncccc1C(=O)OCC(=O)NCCc1ccccc1 | 2% | -11% | 7% | 8% | -17% | -7 | -4% | 15% | -5%
COCCn1c(C)cc(C2=NNC(=Nc3ccccc3F)SC2)c1C | 3% | -3% | ? | 0% | -23% | -1 | -21% | -49% | -13%
CC(C)OCCCNC(=O)c1ccc2c(c1)NC(=O)c1ccccc1S2 | 9% | -5%&1% | ? | 1%&2% | -11%&-9% | -2&-9 | -1%&-3% | -4%&-2% | -21%&-22%
CN(CC(=O)Nc1ccc(F)cc1)C(=O)COC(=O)/C=C/c1ccc(OC(F)F)cc1 | -9% | 17% | -17% | . | . | -8 | -1% | 10% | 1%
COc1ccc(S(=O)(=O)Nc2ccc3cn[nH]c3c2)cc1C | ? | -1% | -6% | 21% | -6% | 1 | -4% | -10% | 1%
CCOC(=O)c1oc2cc(OC(C)=O)ccc2c(=O)c1-c1ccc(OC)c(OC)c1 | -4% | 6% | -20%&0% | 13% | -16% | -2&-12 | -4% | 21% | -1%
O=[N+]([O-])c1cccc(/C=N/NC2CCS(=O)(=O)C2)c1 (centres undefined) | 1% | -8% | 48%[activator] | 6% | 4% | 2 | -8% | -9% | -10%
COc1ccc2[nH]c(-c3ccccc3)cc2c1 | 59%[activator] | ? | -4% | 4% | -3% | -5 | -9% | -6% | ?
CC(C)(C)OC(=O)N1CCN(C(=O)c2[nH]cnc2C(=O)Nc2nccs2)CC1 | 3% | -1% | 16% | . | . | -1 | -5% | 6% | -9%
CC(C)CCSc1nc(N2CCOCC2)c2c(c1C#N)CC(C)(C)OC2 | 4% | -8% | 0% | -28% | -8% | 9 | -15% | -2% | -27%
CCc1ccc(C(=O)C(C)OC(=O)C2COc3ccccc3O2)cc1 (centres undefined) | 20% | 1% | ? | -1% | -6% | -3 | -20% | -11% | -31%
O=C(/C=C/c1ccccc1)NCCCNC(=O)/C=C/c1ccccc1 | -3% | -4% | 4% | 0% | -16% | -7 | -3% | 0% | -16%
O=C(CCN1CCCC1)Nc1cccc(Br)c1 | 1% | -12% | 13% | 5% | -11% | -7 | -4% | 15% | 3%
CC(=O)Nc1nc(C)c(Oc2ccccc2)c(=O)[nH]1 | -2% | -2% | -4% | ? | -12% | -2 | -2% | -12% | -8%
Cn1c(=O)c2c(ncn2CC(=O)Nc2cc(S(=O)(=O)N3CCCCC3)ccc2O)n(C)c1=O | 47%[activator] | 8% | 23% | . | . | -2 | -5% | 6% | -7%
Cc1ccc(C(=O)N2CCC3(CC2)Oc2ccc(Cl)cc2C(=O)C32CC(c3ccccc3)=NO2)s1 (centres undefined) | 3% | -10% | -13% | 1% | -4% | 0 | -2% | 4% | -7%
CC(NC(=O)Cn1c(=O)oc2cc(S(=O)(=O)NCc3ccccc3)ccc21)c1ccccc1 (centres undefined) | . | 2% | -10% | 1% | -11% | -14 | -2% | 18% | -19%
Cc1ccc(C(=O)CC(C(=O)O)n2cnc([N+](=O)[O-])n2)cc1 (centres undefined) | 19% | 7% | ? | 6% | -3% | 0 | -4% | ? | -12%

Quoted at random: 2 entries already listed.
SMILES | APEX1 inh | ERG Ets-DNA blk | 12-LOX inh | POLB inh | Apoferritin bind | LDHA inh | POLK inh | RGS4 inhibitor | POLH inh
Cc1ccc(C(=O)N2CCC3(CC2)Oc2ccc(Cl)cc2C(=O)C32CC(c3ccccc3)=NO2)s1 (centres undefined) | 3% | -10% | -13% | 1% | -4% | 0 | -2% | 4% | -7%
CC(NC(=O)Cn1c(=O)oc2cc(S(=O)(=O)NCc3ccccc3)ccc21)c1ccccc1 (centres undefined) | . | 2% | -10% | 1% | -11% | -14 | -2% | 18% | -19%
